# FLuc counter – firefly luciferase modulation, counter-screen for miR-21 project; P08659; purified FLuc, Km substrates, luminescence inhibition; Potency, µM (titrated, usually from 57.5 µM), without a hit: at the highest dose activity change, negative = inhibition, actives largely listed as inhibitors; actives 6.9% (n = 360,000); AID 588342;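 further: potency means the concentration at half of the fitted maximal effect; plate controls were vehicle for no effect and reference inhibitor for full effect; nearly all actives have a fitted effect of over 55% in size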
# Target sequence (P08659 whole entry, looked up): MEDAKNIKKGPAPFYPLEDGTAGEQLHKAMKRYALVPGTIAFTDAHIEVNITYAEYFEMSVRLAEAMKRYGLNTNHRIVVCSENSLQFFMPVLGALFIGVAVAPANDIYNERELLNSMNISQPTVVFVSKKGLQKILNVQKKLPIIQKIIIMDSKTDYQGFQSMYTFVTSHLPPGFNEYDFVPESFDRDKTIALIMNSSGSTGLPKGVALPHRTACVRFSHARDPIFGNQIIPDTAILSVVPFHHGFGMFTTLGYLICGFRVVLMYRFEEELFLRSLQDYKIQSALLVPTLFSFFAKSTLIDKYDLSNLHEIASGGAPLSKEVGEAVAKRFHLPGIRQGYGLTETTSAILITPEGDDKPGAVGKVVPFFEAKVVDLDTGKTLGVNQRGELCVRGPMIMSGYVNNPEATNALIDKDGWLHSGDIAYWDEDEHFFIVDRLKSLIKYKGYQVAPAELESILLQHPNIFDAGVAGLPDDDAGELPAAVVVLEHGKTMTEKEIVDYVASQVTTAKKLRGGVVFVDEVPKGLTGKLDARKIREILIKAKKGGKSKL
#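 Purified P. pyralis luciferase, 10 nM final, with Km-level 10 uM D-luciferin and 10 uM ATP in 50 mM Tris acetate pH 7.5, 10 mM Mg acetate, 0.01% Tween-20, 0.05% BSA; 6-point qHTS titration about 60 µM downward; luminescence read.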
# Menin MLL FP TR – menin-MLL binding inhibition, Texas Red mutant peptide; O00255; actives 0.23% (n = 270,000); Menin + Texas Red MLL mutant peptide, fluorescence polarization; Potency, µM (doses to about 61.6 µM), for inactives: at the highest dose FP activity change, negative = inhibition, most hits filed as inhibitors; active means well fitted inhibition curve with a large enough effect in the polarisation, with a control signal flat, not every such curve was filed as active; inconclusive means small, poorly fitted or top-dose-only effect, or effect the other way, or a change in a side signal; inactive means no such curve, though single readings can be large or run the other way; the % refers to the polarisation; further: potency means the concentration at half of the fitted maximal effect; % of control where 0% means no effect; many of its hits are not listed in these tables
# KCNH2 3.1 inh – inhibitors of human KCNH2 3.1 potassium channel isoform; U2OS KCNH2 3.1, thallium flux FluxOr; stronger effect = lower value; activity change, % (tested at about 1.8 µM); actives 0.95% (n = 340,000);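 active means maximum activity change below -70%; inconclusive means maximum activity change from -70% to -50%; inactive means maximum activity change above -50%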;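 further: thallium influx rate constant from kinetic fluorescence after stimulation buffer; on the % scale 0 is the no-effect control and ±100 the full control effect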
#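 Virally transduced U2OS (3.1 isoform, 4 h infection in dark at RT) → overnight 37 C → FluxOr + Red40 in HBSS/HEPES, 45 min → stimulation buffer, 2 min kinetic read → rate constant vs DMSO controls.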
# NPC1 promoter act – NPC1 promoter activation | Huh7 NPC1 promoter luciferase reporter, 24 h | actives 2.4% (n = 320,000) | AID 485313 | Potency, µM (top dose mostly 9.22 µM), for inactives: at the top dose activation, hits mostly activators;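 further: potency means the concentration at half of the fitted maximal effect; % of control where 0% means no effect; nearly all actives have a fitted effect of over 60% in size; reporter is driven by a mutant NPC1 promoter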
#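 NPC1 promoter–luciferase Huh7 cells; 24 h compound; luminescence.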
# Mito fusion yeast – inhibitors of mitochondrial division or activators of mitochondrial fusion; S. cerevisiae fusion-defective mutant growth rescue, CellTiterGlo 48 h; Potency, µM (doses to about 46.1 µM), for the others: top-dose growth rescue (activation), actives largely listed as activators; actives 0.23% (n = 320,000); AID 485298;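 further: potency means the concentration at half of the fitted maximal effect; % of control where 0% means no effect; nearly all actives have a fitted effect of over 45% in size; temperature-sensitive fusion mutants such as fzo1-1 at 37 °C on non-fermentable ethanol glycerol medium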
#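 Luminescent cell viability in 1536-well qHTS format served as the measure of rescued growth in ts fusion-mutant S. cerevisiae cultured on non-fermentable YPEG for 48 hours at 37C.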
# Rab9 promoter act – activators of Rab9 promoter | Huh7 Rab9 promoter-luciferase reporter, luminescence, 24 h | Potency, µM (doses to about 9.22 µM), for inactives: top-dose activation, negative = inhibition, actives largely listed as activators | actives 2.8% (n = 320,000); further: potency means the concentration at half of the fitted maximal effect; % of control where 0% means no effect; nearly all actives have a fitted effect of over 60% in size
#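 Huh7 cells stably carrying a Rab9 promoter-luciferase reporter, 1500 cells per well in OP-MEM I with 10% FBS, treated with compound 24 hours at 37C. Luciferase activity read by luminescence after 10 minutes with Amplite reagent.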
# PKM2 activator – activators of human pyruvate kinase M2; P14618; purified PKM2, Kinase-Glo ATP luminescence, activation; response scale: 0% is enzyme alone, no compound; Potency, µM (doses to about 57.5 µM), inactives show top-dose activation, usual class: activators; actives 0.34% (n = 260,000); further: potency means the concentration at half of the fitted maximal effect; on the % scale 0 is the no-effect control and ±100 the full control effect; nearly all actives have a fitted effect of over 55% in size
# Target sequence (P14618 whole entry, looked up): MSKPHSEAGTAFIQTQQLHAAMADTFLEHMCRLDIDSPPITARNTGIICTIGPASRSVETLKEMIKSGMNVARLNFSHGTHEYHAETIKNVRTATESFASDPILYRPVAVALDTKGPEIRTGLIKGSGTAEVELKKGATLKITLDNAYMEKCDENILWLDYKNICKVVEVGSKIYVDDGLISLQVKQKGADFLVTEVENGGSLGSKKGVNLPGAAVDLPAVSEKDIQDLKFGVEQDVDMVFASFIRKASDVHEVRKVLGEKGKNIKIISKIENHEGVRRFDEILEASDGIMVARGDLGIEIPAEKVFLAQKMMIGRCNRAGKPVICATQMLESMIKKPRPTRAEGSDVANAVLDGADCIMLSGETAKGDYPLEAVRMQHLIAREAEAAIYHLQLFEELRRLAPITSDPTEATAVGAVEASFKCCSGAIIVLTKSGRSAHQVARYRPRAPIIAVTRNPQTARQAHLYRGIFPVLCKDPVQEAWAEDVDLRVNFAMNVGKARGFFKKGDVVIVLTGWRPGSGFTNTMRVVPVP
#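 hPK-M2, >95% pure; 0.1 mM ADP / 0.5 mM PEP final; imidazole pH7.2 buffer w/ 7 mM MgCl2, 50 mM KCl; 1 h RT; Kinase-Glo lum. Intermediate enzyme activity for dual inhibitor/activator qHTS.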
# RORgamma inh – inhibitors of mouse ROR gamma transcriptional activity; P51450; Drosophila S2 Gal4-RORgamma UAS-luciferase reporter, 20 h; Potency, µM (series often up to 53.6 µM), for the others: at the highest dose activity change, negative = inhibition, usual class: inhibitors; actives 5.4% (n = 310,000); further: potency means the concentration at half of the fitted maximal effect; on the % scale 0 is the no-effect control and ±100 the full control effect; nearly all actives have a fitted effect of over 60% in size
#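 Stably transfected Drosophila Schneider cells are the test system, with ROR gamma fused to Gal4 and luciferase under UAS control; luminescence is read after 20 hr of 700 uM copper sulfate induction at ambient temperature.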
# ELG1 DNA repair – inhibitors of ELG1-dependent DNA repair in HEK293T cells | HEK293T ELG1-luciferase reporter, luminescence, 16 h; DNA damage induced by 5-fluorouridine | Potency, µM (titrated, usually from 46.1 µM), for inactives: at the top dose activity change, negative = inhibition, actives largely listed as inhibitors | actives 2.3% (n = 330,000); further: potency means the concentration at half of the fitted maximal effect; on the % scale 0 is the no-effect control and ±100 the full control effect; nearly all actives have a fitted effect of over 55% in size
#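 Overnight (16 hr) co-exposure of 2,000 cells/well to 5-fluorouridine and compound at 37 °C preceded detection. Luciferase was quantified via ONE-Glo luminescence; loss of signal denotes inhibition.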
# MBNL1-CUG inh – blocks human MBNL1 binding to CUG repeat RNA | actives 0.036% (n = 280,000) | TR-FRET MBNL1-His/biotin-(CUG)12 binding, 665/545 ratio | Potency, µM (doses to about 57.5 µM), inactives show at the top dose activity change, negative = inhibition, hits mostly inhibitors; active means well fitted inhibition curve with a large enough effect in the signal ratio, with a control signal flat, not every such curve was filed as active; inconclusive means small, poorly fitted or top-dose-only effect, or effect the other way, or a change in a side signal; inactive means no such curve, though single readings can be large or run the other way; the % refers to the signal ratio; further: potency means the concentration at half of the fitted maximal effect; on the % scale 0 is the no-effect control and ±100 the full control effect
#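 Compounds (final 92 nM to 58 uM) are added to His-tagged MBNL1 and biotin-(CUG)12, then terbium anti-His antibody and streptavidin-XL665 (5 nM final). After 60 min at room temperature, the 665/545 nm ratio is read.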
# Gal4-VP16 FLuc – Gal4-VP16 reporter inhibition counter-screen. Drosophila S2 Gal4-VP16 UAS-luciferase, luminescence, 20 h. Potency, µM (titrated, usually from 53.6 µM), inactives show at the highest dose activity, negative = inhibition, hits mostly inhibitors. actives 3.5% (n = 310,000);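 further: Gal4-VP16 expression switched on by copper sulfate through the metallothionein promoter; potency means the concentration at half of the fitted maximal effect; on the % scale 0 is the no-effect control and ±100 the full control effect; nearly all actives have a fitted effect of over 50% in size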
# Active calls of the source: *; ? = inconclusive; . = not tested or not shown; [ ] = remark or other dose. Unless noted, the call rests on the fitted dose curve; in most records, active means well fitted curve in the direction sought with a large enough effect; inconclusive means small, poorly fitted or top-dose-only effect, or another doubt; inactive means no such curve, though single readings can be large; an effect the other way counts as inactive or inconclusive. Not all compounds are listed; the hit share may differ from the screen's.
Compound	FLuc counter	Menin MLL FP TR	KCNH2 3.1 inh	NPC1 promoter act	Mito fusion yeast	Rab9 promoter act	PKM2 activator	RORgamma inh	ELG1 DNA repair	MBNL1-CUG inh	Gal4-VP16 FLuc
COc1cccc2c1OCC/C2=N\NC(=O)COc1ccccc1C	6.7µM*	11%	-3	9%	0%	1%	5%	25%	1%	5%	-9%
COC(=O)c1cc(C#N)c(NCc2ccccc2)nc1C	-2%	-1%	3	13%	1%	2%	-13%	0%	2%	-2%	4%
CCC(C)NC(=O)CSc1nnc(-c2cc(-c3cccs3)nc3ccccc23)o1 (stereo unspecified)	-10%	?	-2	-1%	4%	-1%	-7%	-10%	?	6%	16%
Cc1cc(C)c2nc(N3CCC(C(=O)NCCCN4CCCC4=O)CC3)sc2c1	?	4%	12	-8%	2%	-4%	.	18%	5%	-1%	6%
C=CCn1c(SCc2csc(-c3ccc(Cl)cc3)n2)nnc1-c1ccccc1OC	?	-4%	-11	1%	25%	2%	6%	?	?	-2%	-4%
COc1cc(CNCc2ccc(C(=O)O)cc2)ccc1OCc1ccc(F)cc1	2%	22%	-10	-1%	7%	-3%	.	-26%	2%	-19%	5%
CCc1nccn1S(=O)(=O)c1ccccc1[N+](=O)[O-]	-2%	-1%	-12	0%	2%	8%	3%	-19%	-3%	-1%	?
O=C(NCc1ccccn1)C(=O)NCC(c1ccco1)N1CCN(c2ccc(F)cc2)CC1 (stereo unspecified)	7%	-1%	2	-6%	10%	2%	-1%	-3%	-13%	3%	3%
CC(C)(C)c1ccc(S(=O)(=O)NCC(=O)N2CCN(Cc3ccccc3)CC2)cc1	1%	?	-7	2%	5%	-3%	0%	12%	-15%	-6%	-6%
CCOC(=O)C1CCCN(Cc2nc(N)nc(Nc3ccccc3OC)n2)C1 (stereo unspecified)	3%	-5%	5	-1%	-10%	-3%	-1%	?	-13%	8%	24%
CN1CCN(C(=O)c2ccc3c(c2)S(=O)(=O)c2ccccc2C3=O)CC1	4%	1%	19	2%	-5%	0%	6%	?	15%	?	1%
COc1ccc(N(CC(=O)NCc2ccc(Cl)cc2)S(=O)(=O)c2c(C)n[nH]c2C)cc1	4%	5%	-12	-2%	2%	0%	.	3%	8%	-8%	0%
Clc1ccc(OCc2nc(-c3ccncc3)no2)cc1	?	5%	-22	?	-3%	?	-19%	?	?	24%	0%
O=[N+]([O-])c1ccccc1S(=O)(=O)Nc1ccc(-c2ccc(N3CCOCC3)nn2)cc1	?	.	3	17%	5%	19%	.	.	?	.	.
O=C(c1cc(Br)c(Br)s1)N1CCN(C/C=C/c2ccccc2)CC1	4%	-21%	-8	-6%	16%	-1%	-2%	2%	5%	-7%	-7%
COc1cccc(NC(=S)NC(=O)/C=C/c2ccco2)c1	17µM*	?	-8	5%	-15%	25%	-20%[11.5 µM]	11µM*	?	8%	?
COc1ccc(CNC(=O)CCCn2ncn3c(cc4occc43)c2=O)cc1	4%	-16%	-114*	0%	6%	-2%	.	6%	9%	4%	-11%
CCOc1ncccc1C(=O)Nc1cc(C(F)(F)F)ccc1N1CCOCC1	-2%	.	5	1%	18%	1%	.	.	-11%	.	.
COc1cccc2sc(N(CCN(C)C)C(=O)/C=C/c3cccs3)nc12	5%	-6%	-11	-8%	-13%	0%	6%	?	?	-1%	?
O=C(N/C(=C/c1cccc([N+](=O)[O-])c1)C(=O)N1CCOCC1)c1ccccc1Br	7%	.	-2	0%	0%	1%	1%	-2%	-17%	?	-10%
CCCN(CCC)C(=O)c1ccc2c(c1)OCO2	-1%	-6%	-1	1%	1%	0%	-7%	36%	9%	3%	-13%
COc1ccc(/C=N/NC(=O)c2ccccc2O)cc1Cn1cc([N+](=O)[O-])cn1	?	.	1	1%	1%	0%	-1%	-28%	7%	2%	1%
CCOC(=O)c1ccccc1NC(=O)/C=C/c1cc(OC)c(OC)c(OC)c1	-9%	-2%	7	1%	-3%	6%	-1%	-14%	?	?	6%
CN(C(=O)c1ccncc1)C1CCCCC1	-2%	-15%	-1	-2%	-1%	8%	1%[11.5 µM]	-35%	-8%	-8%	4%
S=C(NCCc1ccccc1)Nc1ccc(Nc2ccccc2)cc1	-8%	?	3	1%	19%	-15%	6%	5µM*	?	0%	13µM*
O=C1c2ccccc2C(=O)N1c1ccc(Br)c2cccnc12	-10%	17%	-4	5%	11%	-1%	6%	-1%	29%	?	-1%
CCOc1ccc(OCC)c(S(=O)(=O)NC2CC(C)(C)NC(C)(C)C2)c1	1%	9%	-6	-6%	-5%	-2%	-1%	0%	3%	0%	-1%
O=C(c1sc(N2CCOCC2)nc1-c1ccccc1)N1CCCCC1	-13%	-23%	-8	-4%	8%	-2%	-2%	-12%	0%	-7%	-3%
Clc1ncccc1-c1nc2ccccc2s1	15µM*	4%	-1	26%	7%	-2%	0%	2%	?	12%	6%
CCC(C)C(=O)N1c2ccccc2C(=C2SC(C(=O)OC)=C(C(=O)OC)S2)C(=S)C1(C)C (stereo unspecified)	-11%	-18%	0	-7%	19%	1%	-10%	-10%	-18%	7%	-17%
CCOC(=O)Cc1csc(SCC(=O)/C(C#N)=C(\C)N)n1	-4%	-2%	14	13%	-4%	3%	-8%	6%	11%	-3%	-1%
COCCNC(=O)c1c(N)n(CCCn2ccnc2)c2nc3ccccc3nc12	1%	-19%	-9	0%	7%	-6%	15%	11%	?	?	-21%
O=C1CC(c2ccccc2)CN1S(=O)(=O)c1ccccc1 (stereo unspecified)	-1%	-2%[11.7 µM]	-2	1%	2%	6%	?	11%	-1%	-1%	5%
CCn1c2ccccc2c2cc(CN3CCN(S(=O)(=O)CC)CC3)ccc21	-2%	-8%	.	-8%	-14%	-10%	-6%	41%	-20%	-7%	-4%
O=C(c1ccc(Cl)cc1)N(Cc1ccco1)C1CCS(=O)(=O)C1 (stereo unspecified)	1%	2%	0	-1%	-2%	8%	7%	2%	-3%	4%	-10%
O=C(NC(=S)Nc1ccc2oc(=O)ccc2c1)c1ccccc1F	-5%	.	-11	-7%	1%	-6%	-2%	-3%	0%	3%	1%
COc1ccc(CNC(=O)C(=O)NCc2ccncc2)cc1	-2%	-13%	-10	0%	2%	-4%	-24%	1%	-5%	-11%	1%
Cc1ccc(Cl)cc1NC(=S)N(Cc1cccnc1)Cc1ccccc1Cl	1%	13%	-6	-6%	-3%	2%	.	?	?	-6%	25µM*
COc1ccc(-c2nc(CS(=O)CC(=O)NCCc3ccc(OC)c(OC)c3)c(C)o2)cc1 (stereo unspecified)	-6%	5%	15	-1%	-7%	0%	.	-11%	-17%	5%	0%
O=C(Cn1ncc2c(=O)oc3ccccc3c21)NCCC1=CCCCC1	9%	-6%	-3	1%	5%	-9%	-4%	33%	0%	-4%	-15%
O=C(O)C1C2C=CC3(CN(Cc4ccccn4)C(=O)C13)O2 (stereo unspecified)	-1%	3%	11	-3%	0%	-1%	1%	0%	16%	-14%	2%
COc1ccc(OCCC(=O)NCc2ccccc2)cc1	1%	18%	-10	0%	-5%	-2%	-7%	35%	20%	-5%	-2%
CCN(CC)S(=O)(=O)c1ccc(Cl)c(C(=O)Nc2ccc(Cl)cc2[N+](=O)[O-])c1	5%	9%	-16	-8%	11%	-11%	7%	?	?	?	?
CSCCC(NC(N)=O)C(=O)NCc1cccc(Cl)c1 (stereo unspecified)	0%	-1%	-21	3%	2%	-3%	-7%	-1%	0%	-4%	-1%
O=C(CN1CCCC1)Nc1ccc2c(c1)CCC2	-4%	5%	-10	-1%	-3%	18%	-1%	0%	?	-4%	-13%
CC1CCCC(NC(=O)c2cc(-c3ccncc3)nc3ccccc23)C1C (stereo unspecified)	0%	.	11	5%	?	13%	.	.	1%	.	.
O=C(NNC(=O)c1cccc2ccccc12)c1ccco1	-1%	7%	9	1%	1%	4%	-2%	1%	15%	14%	5%

# High-throughput results as filed in PubChem.
